Compound activity as filed in PubChem BioAssay.
CTSL1 counter: Fasciola hepatica cathepsin L1 inhibitors, primary screen, counter-screen for PFM18AAP inhibitor project, biochemical, QFRET, fluorogenic peptide substrate; hit rate 0.49% among 300,000; AID 1906, 2009; recombinant F. hepatica cathepsin L1, Z-Leu-Arg-MCA fluorescence; inhibition, % at 5.96 µM;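 active = inhibition above the mean of all tested compounds plus 3 SD, set per screening campaign, cut at about 17% in these data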;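 also: 0% = plate median of test compound wells and 100% = 1 µM Z-Phe-Ala-diazomethylketone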
Efflux pump mplx: inhibitors of Candida efflux pumps in yeast, primary screen, S. cerevisiae, Nile Red, multiplex | hit rate 0.44% among 330,000 | inhibition, % at 10 µM | S. cerevisiae Candida pump triplex | AID 485275, 2010;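 active = plate passing quality check with inhibition over a set limit, or well fluorescence over plate mean plus 4 SD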;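 also: Nile Red retained in pooled yeast measured as flow cytometry median fluorescence; 0% = buffer negative control and 100% = Enniatin B positive control; higher means more Nile Red kept so more efflux inhibition; some compounds called inactive have numbers as strong as hits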
PP1 inh: PP1-alpha phosphatase inhibitors, primary screen, counter-screen for PP5 inhibitor project, biochemical, fluorescence, OMFP substrate, single point; purified PP1alpha; Serine/threonine-protein phosphatase PP1-alpha catalytic subunit (Homo sapiens), P62136; inhibition, % at 6.7 µM; hit rate 0.9% among 320,000;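 active = inhibition above the mean inhibition of all tested compounds plus 3 SD, computed separately for each screening campaign, cut at about 15% in these data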
TPT1 inh: Candida albicans TPT1 enzyme inhibitors, primary screen, biochemical, fluorescence polarization. tRNA 2'-phosphotransferase TPT1 (Candida albicans SC5314). AID 1962, 2009. hit rate 0.81% among 300,000. recombinant caTPT1, FP RNA substrate dephosphorylation. inhibition, % at 5 µM;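 active = inhibition above the mean of all tested compounds plus 3 SD, set per screening campaign, cut at about 24% in these data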;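 also: plate controls were DMSO alone for no effect and ferristatin control at 100 nM for full effect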
procasp7 counter: procaspase-7 activators, primary screen, counter-screen for procaspase-3 activator project, biochemical, absorbance, HTS, human; AID 463210, 2010; activation, % at 8.5 µM; hit rate 0.093% among 330,000; Caspase-7 (Homo sapiens), P55210; recombinant procaspase-7, Ac-DEVD-pNA absorbance 405 nm; D23A/D198A/D206A triple mutant, cannot self-cleave; scale: DMSO 0, 5 µM enzyme 100;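 active = percent activation above the screen-wide mean plus 3 SD, cut at about 25% in these data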
Target sequence (P55210 whole entry D23A/D198A/D206A): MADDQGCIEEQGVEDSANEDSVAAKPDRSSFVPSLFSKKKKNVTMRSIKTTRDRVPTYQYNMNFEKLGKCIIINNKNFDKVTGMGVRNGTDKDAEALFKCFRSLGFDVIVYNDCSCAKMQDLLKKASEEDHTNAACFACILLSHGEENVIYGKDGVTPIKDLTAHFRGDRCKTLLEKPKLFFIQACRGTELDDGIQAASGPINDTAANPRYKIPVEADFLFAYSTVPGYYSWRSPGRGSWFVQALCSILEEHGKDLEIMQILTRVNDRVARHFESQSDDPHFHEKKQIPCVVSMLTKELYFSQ
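signal = Epi-absorbance of released pNA at 405 nm, two timepoints | assay system = Uncleavable procaspase-7 mutant enzyme | reagent = Ac-DEVD-pNA substrate, 400 µM as added | times = 1 h enzyme–compound preincubation and 2 h substrate reaction, both 25 °C | benchmarks = low DMSO alone, high DMSO plus 5 µM PC-7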
procasp3 activ: activators of human procaspase-3 D3A mutant, primary screen, biochemical, absorbance, PC-3 D3A mutant, single concentration; Caspase-3 (Homo sapiens), P42574; recombinant procaspase-3 D3A, Ac-DEVD-pNA absorbance 405 nm; activation, % at 8.5 µM; hit rate 0.11% among 330,000;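 active = activation above the mean of all tested compounds plus 3 SD, cut at about 21% in these data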;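 also: 0% = DMSO alone and 100% = DMSO wells spiked with extra 5 µM PC-3 D3A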
Target sequence (P42574 whole entry D9A/D28A/D175A): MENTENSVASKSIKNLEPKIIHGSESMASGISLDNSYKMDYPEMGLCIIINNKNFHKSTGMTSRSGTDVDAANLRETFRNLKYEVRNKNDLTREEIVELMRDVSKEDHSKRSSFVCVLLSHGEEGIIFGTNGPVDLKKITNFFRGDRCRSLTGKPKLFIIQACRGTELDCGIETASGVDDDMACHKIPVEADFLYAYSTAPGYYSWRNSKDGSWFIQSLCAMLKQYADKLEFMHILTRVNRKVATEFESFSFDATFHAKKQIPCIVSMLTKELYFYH
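Technique: 405 nm absorbance of p-nitroaniline, reads at 0 and 120 min; Test system: Procaspase-3 D3A mutant; Incubation: 1 h enzyme-compound preincubation, then 2 h substrate reaction, 25 °C; Repeats: singlicate, each compound tested once; Benchmarks: low control DMSO wells, high control DMSO plus 5 µM PC-3 D3A.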
core dimer inh: inhibitors of HCV core protein dimerization, primary screen, biochemical, TR-FRET, high-throughput | inhibition, % at 5 µM | AID 1899, 2009 | TR-FRET GST/Flag-core106 dimerization, 1536-well | hit rate 0.33% among 300,000;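 active = inhibition above the mean of all tested compounds plus 3 SD, set per screening campaign, cut at about 45% in these data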
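test system = GST/Flag-tagged HCV core106 proteins | probe or stimulus = Eu donor and XL665 acceptor anti-tag antibodies | times = compound-protein-antibody incubation 4 h at 22.5 °C | signal = TR-FRET, excitation 340 nm, emission 617 and 671 nm | measure = percent inhibition of core106 dimerization signal | controls = wells lacking GST-core106 and wells with excess unlabelled core106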
PP5 primary: PP5 phosphatase inhibitors, primary screen, biochemical, fluorescence; Serine/threonine-protein phosphatase 5 (Homo sapiens), P53041; purified PP5c, OMFP substrate fluorescence; inhibition, % at 6.7 µM; hit rate 0.18% among 320,000; AID 1987, 2009;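 active = inhibition above the campaign's mean inhibition across all tested compounds plus 3 SD, cut at about 9.5% in these data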;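 also: 0% = DMSO only and 100% = 100 µM cantharidin control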
JMJD2C inh: inhibitors of GASC-1 histone demethylase, primary screen, biochemical, fluorescence, DELFIA europium; GST-JMJD2C(1-420) H3K9me3 demethylation; hit rate 0.069% among 330,000; Lysine-specific demethylase 4C (Homo sapiens), Q9H3R0; AID 2099, 2009; inhibition, % at 2.35 µM;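 active = more than half of a compound's replicate wells show inhibition beyond 50%, single wells judged on their own value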;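 also: signal counts dimethyl H3K9 product captured on neutravidin plate; 0% = median of DMSO wells and 100% = 0.3 times that DMSO median; strong numbers were not always called active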
Target sequence (Q9H3R0 1-420 limits assumed): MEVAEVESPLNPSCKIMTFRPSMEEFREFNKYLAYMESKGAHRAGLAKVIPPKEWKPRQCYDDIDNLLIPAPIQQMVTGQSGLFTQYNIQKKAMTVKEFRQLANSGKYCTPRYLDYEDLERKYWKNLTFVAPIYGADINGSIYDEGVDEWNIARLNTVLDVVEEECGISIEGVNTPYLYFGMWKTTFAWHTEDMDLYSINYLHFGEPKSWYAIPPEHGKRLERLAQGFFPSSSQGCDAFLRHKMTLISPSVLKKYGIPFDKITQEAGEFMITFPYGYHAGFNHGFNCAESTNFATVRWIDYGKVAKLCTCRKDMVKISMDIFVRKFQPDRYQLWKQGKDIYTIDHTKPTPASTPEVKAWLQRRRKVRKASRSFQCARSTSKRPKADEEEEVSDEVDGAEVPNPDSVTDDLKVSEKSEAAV
Active calls of the source: *; . = no result given.

Compound	procasp7 counter	procasp3 activ	JMJD2C inh	PP1 inh	TPT1 inh	CTSL1 counter	PP5 primary	Efflux pump mplx	core dimer inh
O=c1ccc(-c2ccc(S(=O)(=O)N3CCCCC3)o2)n[nH]1	20.3	-1.0	1.1	0.8	2.7	0.6	1.1	-0.2	-2.4
Cc1nnsc1C(=O)NNC(=O)c1cccc2ccccc12	8.6	5.3	1.4	-1.0	2.0	-0.7	-0.5	0.0	3.9
N#Cc1nc(Cc2ccccc2)oc1NCc1ccccc1	-10.4	-1.6	5.3	0.9	-1.0	3.7	3.7	0.2	-4.0
CCOc1ccc(N2C(=O)CC(N3CCN(C(=O)CN4CCCC4)CC3)C2=O)cc1 (stereo not given)	-1.9	-7.6	-2.3	-4.4	-0.7	-0.4	-2.1	0.0	-6.7
C=CCOc1ccccc1/C=c1\sc2nc(=O)c(C)nn2c1=O	-23.2	-3.6	0.3	4.4	7.8	-2.5	4.6	-0.1	15.8
O=C(C1CC1)N1CCc2cc(S(=O)(=O)NCCCN3CCCCC3)ccc21	-0.2	7.3	-5.7	0.0	-0.7	2.4	-0.5	0.1	-1.1
Cc1ccc(C2C=C(c3ccccc3OC(F)F)Nc3ncnn32)cc1 (stereo not given)	-5.1	-3.5	20.8	-0.5	0.5	9.0	8.8	-0.1	1.6
O=C(CN1CCN(c2ccc(F)cc2)CC1)Nc1ccc(-n2cnnn2)cc1	-2.9	10.9	1.2	1.6	-0.9	0.9	-0.1	0.0	-5.5
COc1cccc(CC2(CO)CCCN(Cc3cnn(-c4ccccc4)c3)C2)c1 (stereo not given)	5.7	-9.6	-5.8	-2.4	-3.3	-1.8	-3.6	-0.2	0.2
COc1cc(C2NC(=O)NC(C)=C2C(=O)OCc2ccc(C)cc2)cc(OC)c1OC (stereo not given)	1.4	-5.0	-20.1	-9.9	-6.0	6.1	-0.8	-0.1	-2.5
CN(C)CCOc1cccc(Cl)c1	-3.5	-8.6	-4.5	0.6	-6.2	-1.2	0.6	-1.4	-9.2
Cc1ccc(C23CC4CC(CC(CC(=O)N5CCOCC5)(C4)C2)C3)cc1	9.9	6.0	-2.9	2.4	-3.5	0.1	0.6	0.0	4.0
CCCn1cc(NC(=O)C2CC(c3cccc(Br)c3)=NO2)cn1 (stereo not given)	-1.7	-4.1	0.9	0.1	1.5	-0.8	0.8	0.2	-9.7
CCOC(=O)c1oc2nc(CC(C)C)c3c(c2c1N)CCC3	4.1	3.9	51.9	-0.2	0.9	-1.3	4.0	0.0	-1.1
COc1ccc(CCC(=O)O)c(O)c1	10.3	-1.6	-8.6	-7.1	0.7	-0.6	-0.5	0.0	-0.4

Complete entries as entered above:
Cc1ccc(C2C=C(c3ccccc3OC(F)F)Nc3ncnn32)cc1 (stereo not given) in the list: procasp7 counter = -5.1; procasp3 activ = -3.5; JMJD2C inh = 20.8; PP1 inh = -0.5; TPT1 inh = 0.5; CTSL1 counter = 9.0; PP5 primary = 8.8; Efflux pump mplx = -0.1; core dimer inh = 1.6
O=c1ccc(-c2ccc(S(=O)(=O)N3CCCCC3)o2)n[nH]1 in the list: procasp7 counter = 20.3; procasp3 activ = -1.0; JMJD2C inh = 1.1; PP1 inh = 0.8; TPT1 inh = 2.7; CTSL1 counter = 0.6; PP5 primary = 1.1; Efflux pump mplx = -0.2; core dimer inh = -2.4

(continued)
Compound	procasp7 counter	procasp3 activ	JMJD2C inh	PP1 inh	TPT1 inh	CTSL1 counter	PP5 primary	Efflux pump mplx	core dimer inh
O=C(C1CCC(CNS(=O)(=O)c2cccc3nsnc23)CC1)N1CCN(c2ccccn2)CC1 (stereo not given)	-2.3	1.5	5.3	2.1	-0.4	-0.5	0.4	0.0	7.9
CCOC(=O)C1=C(C)N=c2s/c(=C3/C(=O)Nc4ccccc43)c(=O)n2C1c1ccc(C)cc1 (stereo not given)	-24.1	-15.6	-9.6	3.7	4.4	-1.9	1.5	0.7	24.4
O=C(NCc1cccnc1)NC(C(F)(F)F)C(F)(F)F	-0.2	0.4	-24.7	-1.8	-4.5	-0.5	1.1	0.0	-4.0
S=C(Cc1cccnc1)N1CCOCC1	-18.3	-8.7	10.1	-2.0	-0.7	0.8	-0.7	-0.1	-1.4
COC(=O)c1ccc(CSC(=N)N)o1	-2.3	0.8	14.3	-5.7	-5.5	0.5	0.1	0.0	4.5
O=C(Cc1ccccc1)Nc1ccc(C(=O)Nc2ccc(O)cc2)cc1	4.9	4.9	-21.8	2.3	1.1	-10.2	0.6	0.1	-4.4
CCc1cccc(C)c1NC(=O)COC(=O)C(NS(=O)(=O)c1ccc(Cl)cc1)C(C)O (stereo not given)	5.8	-7.9	-7.1	-2.6	0.5	-4.9	1.8	0.2	-12.0
CCN(CC)C(=O)CCCOc1ccc(Cl)cc1Cl	10.1	-5.2	2.4	-3.7	-2.2	3.5	-0.8	0.0	-1.4
Cc1nnc(NC(=O)CSc2nnc(CCNC(=O)c3ccccc3F)n2C)s1	8.8	-13.5	-13.2	-0.2	0.1	-3.8	3.0	0.0	6.3
Cc1ccc(C)c(N2CCN(CCCNC(=O)Cn3cccc3C(=O)c3ccccc3)CC2)c1	5.3	-0.6	1.9	-0.2	-3.4	4.5	-2.7	-0.1	-2.0
Cc1ccc(OCc2cc(C(=O)N(C)CC3CCOCC3)no2)cc1C	3.5	0.7	10.7	1.9	-0.7	0.4	1.6	0.0	-2.1
CCn1c(SCC(=O)Nc2oc(-c3ccccc3)c(-c3ccccc3)c2C#N)nnc1-c1ccncc1	-3.2	-4.9	5.7	2.4	3.8	-1.4	1.7	0.3	3.3
COc1cccc(CNC(=O)CCn2c(=O)c3cccn3c3cccnc32)c1	1.6	-5.4	18.0	0.7	1.9	-0.2	-2.4	-0.1	5.9
O=C(CN1CCCCC1CO)c1ccc(OC(F)F)cc1 (stereo not given)	9.0	-5.0	-4.3	-3.3	-4.5	-1.5	-1.2	0.0	-1.2
O=C(O)c1ccc2c(c1)SC1=NS(=O)(=O)CCN12	-4.6	-1.5	-1.5	-6.4	0.9	1.8	0.0	0.1	-5.8

Next results follow.
Compound	procasp7 counter	procasp3 activ	JMJD2C inh	PP1 inh	TPT1 inh	CTSL1 counter	PP5 primary	Efflux pump mplx	core dimer inh
CC(C(=O)Nc1ccccc1-c1ccccc1)N1CCN(C(=O)c2ccccc2)CC1 (stereo not given)	9.3	-2.0	10.8	-3.2	-0.5	-3.4	0.1	0.1	2.1
Brc1ccc(-c2cnc(-c3cccs3)o2)cc1	-13.2	-2.1	1.1	-3.2	-2.9	-0.2	4.6	-0.1	2.8
COc1ccc(Cl)cc1NC(=S)Nc1ccccc1F	6.9	3.3	-17.0	-6.0	-0.8	1.8	2.1	0.0	0.6
CCOC(=O)Cc1c(C)nc2c(-c3ccc(OC)cc3)c(C)nn2c1C	13.8	-8.9	-3.0	-0.6	-0.4	1.4	0.3	0.1	2.0
Cc1ccc(S(=O)(=O)NN=C2C3CC4CC(C3)CC2C4)cc1	5.3	5.0	-4.7	-5.8	-0.8	-0.2	1.0	0.0	-3.1
O=C(COc1cccc2cccnc12)Nc1cccc(S(=O)(=O)N2CCCC2)c1	-6.7	7.9	0.4	4.6	.	.	2.4	0.4	.
O=C(Nc1ccc(F)cc1)c1ccccc1S(=O)(=O)c1ccccc1[N+](=O)[O-]	-9.5	7.2	-4.6	7.9	-1.7	8.2	-4.8	-0.2	-3.4
Cc1cccc(C)c1N(CC(=O)NC1CCCCC1)C(=O)c1csnn1	-12.1	-5.0	-0.9	8.1	-2.9	-3.1	-4.5	-0.3	-2.4
CCCCc1ccc(NC(=S)N2CCC(O)CC2)cc1	-4.7	0.1	3.1	-2.5	-4.4	-2.9	0.3	0.0	1.8
O=C(CCS(=O)(=O)c1ccccc1)NC1CCCC1	8.2	-0.7	-4.0	-2.0	-0.5	1.4	3.3	0.0	-2.8
O=C(CNC(=O)C1CCCCC1)NC1CCCCC1	-5.6	6.6	-27.8	-2.2	-3.5	3.7	0.2	0.1	7.8
CC1(c2ccccc2)NC(=O)N(CC(=O)Nc2ccc3c(c2)OCO3)C1=O (stereo not given)	4.0	4.1	1.0	-2.7	-6.9	-9.0	-1.4	-0.1	9.5
O=C(COc1cc(O)c2c(=O)c3ccccc3oc2c1)OCc1ccccc1	1.7	-2.4	7.7	-1.1	-4.0	-2.1	0.8	0.1	2.6
COc1cc(NC(=O)C2CC(c3ccccc3O)=NO2)c(OC)cc1Cl (stereo not given)	-14.1	-4.1	12.6	-4.2	-0.9	-7.9	1.3	0.2	-1.1
COc1ccccc1N(C)S(=O)(=O)c1ccc(C(=O)OCC(=O)NCc2cccs2)cc1	0.6	0.5	6.6	-5.2	0.4	-4.6	1.3	0.1	-0.7
Cc1cc(=O)[nH]c(-c2ccc(C(F)(F)F)cc2)n1	1.4	-7.5	5.3	-3.4	-1.0	0.2	2.2	0.0	-2.5
COc1ccc(C(C)=O)cc1COc1cccnc1[N+](=O)[O-]	0.4	4.6	1.9	2.8	-3.9	-0.5	-0.6	-0.1	11.9
